UBC13 polyUb: blocks human UBC13 polyubiquitin chain formation. P61088. TR-FRET. inhibition, % at 20 µM. 330,000 compounds, 0.47% hits. AID 485273; in the data active = inhibition above about 45%, passing the limit was not always enough
Target sequence (P61088 whole entry, looked up): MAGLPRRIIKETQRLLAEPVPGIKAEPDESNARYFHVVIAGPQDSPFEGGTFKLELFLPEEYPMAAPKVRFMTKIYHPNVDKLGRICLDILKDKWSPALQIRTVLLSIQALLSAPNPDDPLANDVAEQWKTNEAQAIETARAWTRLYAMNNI
CXCR6 inh: inhibitors of human CXCR6 receptor; CHO-K1 PathHunter CXCR6 beta-arrestin, luminescence; inhibition, % at 20 µM; O00574; 360,000 compounds, 0.36% hits; in the data active = inhibition above about 34%, passing the limit was not always enough;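 note: antagonist mode with CXCL16 agonist at 10 nM final; 0% = 10 nM CXCL16 with DMSO and 100% = unstimulated wells without agonist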
EBI2 block: blocks human EBI2 receptor beta-arrestin signaling. AID 651636. inhibition, % at 5 µM. EBI2 beta-arrestin recruitment, luminescence, 7a,25-OHC stimulated. 360,000 compounds, 0.81% hits; in the data active = inhibition above about 38%;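 note: enzyme fragment complementation signal reports receptor beta-arrestin coupling in cells; 0% = agonist plus DMSO wells and 100% = wells without agonist; some results beyond the cut were filed as inactive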
Target sequence (P32249 whole entry, looked up, the tested form may be a part): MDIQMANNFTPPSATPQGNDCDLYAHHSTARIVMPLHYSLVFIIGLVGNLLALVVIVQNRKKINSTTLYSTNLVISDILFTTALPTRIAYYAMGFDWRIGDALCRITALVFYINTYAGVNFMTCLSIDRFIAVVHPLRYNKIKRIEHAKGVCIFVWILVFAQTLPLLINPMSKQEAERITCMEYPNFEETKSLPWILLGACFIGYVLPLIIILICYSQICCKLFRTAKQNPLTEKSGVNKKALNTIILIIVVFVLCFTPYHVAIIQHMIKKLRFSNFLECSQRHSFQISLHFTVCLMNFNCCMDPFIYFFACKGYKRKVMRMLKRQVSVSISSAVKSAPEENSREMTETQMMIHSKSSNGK
APJ antag: antagonists of human APJ apelin receptor. P35414. CHO-K1 APJ beta-arrestin complementation, luminescence. inhibition, % at 20 µM. 330,000 compounds, 0.32% hits. AID 2521;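 active = inhibition above about 40% at 20 µM, limit read from the data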;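 note: cells challenged with 10 nM apelin-13 agonist together with compound; plate controls were apelin-13 plus DMSO wells for no effect and DMSO wells lacking apelin-13 for full effect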
Target sequence (P35414 whole entry, looked up): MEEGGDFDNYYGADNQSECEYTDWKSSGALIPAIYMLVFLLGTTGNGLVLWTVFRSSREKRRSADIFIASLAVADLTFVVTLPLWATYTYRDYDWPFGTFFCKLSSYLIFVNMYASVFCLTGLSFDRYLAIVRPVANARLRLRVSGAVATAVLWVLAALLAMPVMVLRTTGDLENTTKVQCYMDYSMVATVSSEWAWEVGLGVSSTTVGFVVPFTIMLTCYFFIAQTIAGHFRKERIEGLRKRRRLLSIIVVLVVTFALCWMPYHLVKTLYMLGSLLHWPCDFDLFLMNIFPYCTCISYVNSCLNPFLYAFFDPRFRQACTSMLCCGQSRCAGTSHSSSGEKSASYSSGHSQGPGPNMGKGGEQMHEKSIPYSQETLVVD
APJ ag: APJ receptor agonism. CHO-K1 APJ PathHunter beta-arrestin, luminescence; 0% DMSO wells, 100% apelin. activation, % at 20 µM. 330,000 compounds, 0.11% hits;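 active = activation more than six SD over the plate average, tested at 20 µM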;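 note: 0% = DMSO alone and 100% = apelin-13 at 10 nM; some results filed as inactive read as strong as hits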
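system = engineered CHO-K1 APJ arrestin reporter cells | input = 1000 cells per well | timing = overnight seeding, 90 min compound at 25 °C, 1 h detection | measured by = enzyme-fragment complementation luminescence | read-out = beta-arrestin recruitment to APJ as agonist activity, luminescent signal | control set = negative DMSO alone, positive Apelin-13 at 10 nM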
CCR6 antagonist: CCR6 (human) receptor antagonism. inhibition, % at 20 µM. 340,000 compounds, 0.49% hits. AID 493098. P51684. CHO-K1 CCR6 PathHunter beta-arrestin, luminescence, CCL20-stimulated;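 active = compounds whose inhibition of the agonist-driven luminescence signal at 20 µM reaches about 50%, limit read from the data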;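 note: cells stimulated with CCL20 at 14 nM final; plate controls were DMSO with CCL20 for no effect and DMSO without agonist for full effect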
ATG4B inhibitor: blocks human ATG4B protease cleavage of LC3 substrate. Q9Y4P1. ATG4B cleavage of LC3-PLA2, NBD-HPC fluorescence, 1 h. inhibition, % at 8.33 µM. 340,000 compounds, 0.51% hits; in the data active = inhibition above about 40%
Gli-Sufu block: Gli-Sufu pathway antagonism; Sufu-KO-LIGHT fibroblasts, Gli luciferase reporter luminescence; inhibition, % at 5 µM; 340,000 compounds, 0.74% hits; AID 588413;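 active = inhibition above about 55%, limit read from the data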;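 note: 0% = DMSO-treated cells and 100% = wells with medium but no cells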
Numbers without * were called inactive; · = no result given.

SMILES	UBC13 polyUb	CXCR6 inh	EBI2 block	APJ antag	APJ ag	CCR6 antagonist	ATG4B inhibitor	Gli-Sufu block
CC(C)N1CCc2c(sc(NC(=O)c3ccc([N+](=O)[O-])o3)c2C(N)=O)C1	-331.9	21.5	17.7	-13.8	-5.6	·	·	·
COc1cc(N/C(N)=N/c2nc(C)cc(C)n2)c(OC)cc1Cl	6.9	1.6	-13.3	15.5	-3.7	8.5	1.2	35.7
CCC1CCCCN1CCCNC(=O)c1ccc(CS(=O)(=O)Cc2ccccc2F)o1 (centres undefined)	3.0	-8.7	-3.9	-5.4	1.0	-2.1	6.4	6.0
CCC(CC)C(=O)Nc1nnc(S(=O)(=O)N2CCCC2)s1	1.5	3.3	-4.9	23.8	-4.7	4.6	-1.2	6.7
O=C(CCSc1ccc(Cl)cc1)N1CCN(c2ncccn2)CC1	11.9	7.6	12.0	10.5	3.5	-24.6	7.0	-36.1
O=C(NC1(O)C(=O)c2ccccc2C1=O)c1c(Cl)cccc1Cl	-21.6	-3.0	7.5	10.7	-5.9	17.3	-8.5	-21.9
Cc1cc(C)c(S(=O)(=O)NCCCn2ccnc2)cc1C	3.5	2.0	-6.8	-11.7	2.2	3.0	-5.0	-16.2
CC(C)CNC(=O)Cn1nc(C(F)(F)F)c2c1CCCC2	5.5	0.1	2.4	2.5	-1.6	-0.9	1.2	2.5
c1csc(Cc2nc(-c3ccc(-n4cccc4)cc3)no2)c1	-4.8	-5.8	3.3	2.1	-1.9	-1.6	-0.9	-23.5
CC(C)(C)SCCNC(=O)c1cccc([N+](=O)[O-])c1	6.3	-8.8	-5.2	-10.6	0.8	11.4	17.8	-15.2
O=C(CSc1ccccc1C(=O)O)NCc1ccccc1	-6.1	-1.7	-0.5	6.0	-1.2	-13.4	-5.4	0.8
CC(C)(C)OC(=O)C[C@H]1C/C=C\C[C@@H](CC(=O)N[C@@H](CO)Cc2ccccc2)C(=O)N2CCC[C@H]2COC1=O	-9.8	-1.6	2.8	6.7	2.5	-4.1	2.8	-12.0
Cc1c(NC(=S)NC(NC(=O)CC(C)C)C(Cl)(Cl)Cl)c(=O)n(-c2ccccc2)n1C (centres undefined)	5.1	-2.8	-7.7	-10.7	3.4	5.4	-6.0	0.6
CCCCCC(=O)N1CC2(CC(c3cccc(NC(=O)CC)c3)=NO2)C[C@H]1C(N)=O (some centres undefined)	6.5	-8.4	2.0	22.7	-1.6	-2.8	-18.6	-1.0
Cc1cc(NC(=O)c2ccco2)ncc1NC(=O)CCc1ccccc1	8.1	-14.5	-4.6	-3.6	-2.3	2.3	-11.8	-15.1
CC1CCCC(NC(=O)c2ccc3c(=O)n(CC4CCCO4)c(=O)[nH]c3c2)C1C (centres undefined)	-1.0	0.4	1.8	-18.9	-4.4	-7.1	-6.7	6.3
Cc1ccc(CNS(=O)(=O)c2cccc3nsnc23)cc1	1.6	3.2	-7.5	-12.7	-3.7	3.3	-5.7	-1.5
Cn1c(COc2ccccc2)nnc1SCC(=O)NNC(=O)C1CCCCC1	0.6	2.8	2.4	1.0	-0.8	1.1	2.3	-7.0
Cc1ccc(CNc2oc(COc3ccccc3Cl)nc2C#N)cc1	-4.3	5.5	47.1*	-9.8	2.1	5.3	10.9	0.2
CCN1CCN(C(=O)N(Cc2ccc(Cl)cc2)S(=O)(=O)c2ccc(C)cc2)CC1	-7.0	0.5	-6.2	-35.5	-6.8	12.2	5.0	-2.6
O=S1(=O)NC(c2ccccc2)CC(CC2CCCCC2)O1 (centres undefined)	6.6	-8.3	6.8	0.3	9.0	8.1	13.2	10.5
Cc1ccnc(N2CCC(C(=O)NC3CCCCCC3)CC2)n1	12.8	-0.2	0.6	-2.8	-2.7	2.2	-3.8	2.3
CCCCC(O)(c1ccc(F)cc1)C(CN1CCOCC1)c1ccc(Cl)cc1 (centres undefined)	6.7	-8.8	16.6	12.5	-2.6	7.5	-7.9	10.3
CC1CN(S(=O)(=O)c2cc(C(=O)NC(C)c3cccnc3)ccc2Cl)CC(C)O1 (centres undefined)	13.2	-1.4	-7.4	2.5	-1.7	-4.8	-4.6	-9.6
CCN(CC)CCOC(=O)c1ccccc1Br	-1.7	-1.9	-10.6	-3.8	1.0	1.0	0.1	-5.8
CCN(CC)NC(=S)Nc1ccccc1	-6.4	0.2	4.9	8.1	-2.9	-6.5	12.7	3.2
CC1CCCCN1S(=O)(=O)c1ccc(C(=O)Nc2nnc(-c3cccs3)o2)cc1 (centres undefined)	-15.8	2.1	11.9	11.5	6.3	3.6	-7.5	1.6
Cc1ccc2c(c1)[C@H]1[C@H](CO2)[C@H](c2ccccc2)[C@]2(C)C(=O)N(Cc3ccc(Cl)cc3)CC(=O)N12	-6.4	8.2	47.8*	-2.4	-2.6	13.7	-16.3	-3.4
Cc1cc(C)c(C(=O)C[n+]2cccc(C(N)=O)c2)c(C)c1	-8.6	4.4	2.9	-0.5	-2.8	2.7	-2.9	4.1
C=CCNC(=S)NNc1nc2c(c(=O)[nH]1)C1(CCCC1)Cc1ccccc1-2	2.9	-19.0	-7.2	-20.1	0.4	10.2	-21.5	-13.0
COc1ccc(CNC(=O)C2CCCN2CCc2ccccc2)cc1OC (centres undefined)	1.6	9.6	0.3	7.0	-2.9	8.5	-10.8	4.7
COC1=CC(=O)c2c(ccc3ncnc(N)c23)C1=O	·	5.3	-30.2	·	·	35.1	62.0*	56.4*
O=[N+]([O-])c1cc(Cl)ccc1NCCc1ccccn1	-100.6	9.1	-3.6	-4.0	-0.2	33.3	6.0	27.5
O=C(c1cccnc1)N1CCN(S(=O)(=O)c2ccc(S(=O)(=O)N3CCCC3)cc2)CC1	-0.1	1.1	3.2	-4.0	1.6	2.9	-10.6	-10.5
CC(Sc1ccc(S(=O)(=O)N2CCOCC2)cn1)C(=O)Nc1ccc(Cl)cc1Cl (centres undefined)	-13.1	-6.1	23.3	-41.6	-1.4	-0.5	-7.4	4.0
COc1ccc(CNc2ccc(-c3ccc(OC)cc3)nn2)cc1	-15.3	9.8	74.3*	7.5	3.2	-4.0	-9.2	-25.6
N/C(=N\OC(=O)/C=C/c1ccccc1)c1ccccc1	3.8	15.6	6.8	-11.4	5.2	0.0	1.4	-87.2
COc1ccc(CNC(=S)NNC(=O)c2cc3ccccc3o2)cc1	-17.2	-4.6	-1.2	-19.2	-3.4	-1.8	4.5	-13.3
OC(C1=CC(=Cc2ccncc2)c2ccccc21)c1ccncc1 (centres undefined)	·	1.0	-11.0	·	·	-4.5	-7.3	17.4
COc1ccc(C(=O)NC(C)(C)C)cc1S(=O)(=O)N1CCCC1	-9.4	-5.6	-0.3	13.0	-1.7	3.1	1.6	6.2

Copied from the list.
O=C(CCSc1ccc(Cl)cc1)N1CCN(c2ncccn2)CC1 in CCR6 antagonist is entered as -24.6
CC(C)(C)SCCNC(=O)c1cccc([N+](=O)[O-])c1 in APJ ag is entered as 0.8

Some of the entries above, reformatted.
Values in the order – UBC13 polyUb	CXCR6 inh	EBI2 block	APJ antag	APJ ag	CCR6 antagonist	ATG4B inhibitor	Gli-Sufu block
CCN(CC)NC(=S)Nc1ccccc1
    -6.4	0.2	4.9	8.1	-2.9	-6.5	12.7	3.2
CC1CCCCN1S(=O)(=O)c1ccc(C(=O)Nc2nnc(-c3cccs3)o2)cc1 (centres undefined)
    -15.8	2.1	11.9	11.5	6.3	3.6	-7.5	1.6
Cc1ccc2c(c1)[C@H]1[C@H](CO2)[C@H](c2ccccc2)[C@]2(C)C(=O)N(Cc3ccc(Cl)cc3)CC(=O)N12
    -6.4	8.2	47.8*	-2.4	-2.6	13.7	-16.3	-3.4
Cc1cc(C)c(C(=O)C[n+]2cccc(C(N)=O)c2)c(C)c1
    -8.6	4.4	2.9	-0.5	-2.8	2.7	-2.9	4.1
C=CCNC(=S)NNc1nc2c(c(=O)[nH]1)C1(CCCC1)Cc1ccccc1-2
    2.9	-19.0	-7.2	-20.1	0.4	10.2	-21.5	-13.0
COc1ccc(CNC(=O)C2CCCN2CCc2ccccc2)cc1OC (centres undefined)
    1.6	9.6	0.3	7.0	-2.9	8.5	-10.8	4.7
COC1=CC(=O)c2c(ccc3ncnc(N)c23)C1=O
    ·	5.3	-30.2	·	·	35.1	62.0*	56.4*
O=[N+]([O-])c1cc(Cl)ccc1NCCc1ccccn1
    -100.6	9.1	-3.6	-4.0	-0.2	33.3	6.0	27.5
O=C(c1cccnc1)N1CCN(S(=O)(=O)c2ccc(S(=O)(=O)N3CCCC3)cc2)CC1
    -0.1	1.1	3.2	-4.0	1.6	2.9	-10.6	-10.5
CC(Sc1ccc(S(=O)(=O)N2CCOCC2)cn1)C(=O)Nc1ccc(Cl)cc1Cl (centres undefined)
    -13.1	-6.1	23.3	-41.6	-1.4	-0.5	-7.4	4.0
COc1ccc(CNc2ccc(-c3ccc(OC)cc3)nn2)cc1
    -15.3	9.8	74.3*	7.5	3.2	-4.0	-9.2	-25.6
N/C(=N\OC(=O)/C=C/c1ccccc1)c1ccccc1
    3.8	15.6	6.8	-11.4	5.2	0.0	1.4	-87.2

Later entries.
SMILES	UBC13 polyUb	CXCR6 inh	EBI2 block	APJ antag	APJ ag	CCR6 antagonist	ATG4B inhibitor	Gli-Sufu block
CCOC(=O)c1c(CSc2ccccc2)n(C)c2ccc(O)c(CN3CCOCC3)c12	33.1	2.7	0.7	20.5	-4.2	16.8	-5.7	8.1
O=C(CSc1ccc(Br)cc1)Nc1ccccc1Oc1ccccc1	7.1	-9.7	53.8*	0.3	-1.1	5.4	9.3	-5.8
CCN(CC)c1ccc(/C=N/NC(=O)c2c[nH]c3ccccc23)cc1	-1.8	9.1	11.8	-2.1	0.2	9.6	25.0	-41.6
CCCCC(CCCCl)C(=O)Nc1ccccc1 (centres undefined)	-14.0	3.7	-8.0	10.9	-2.4	10.4	-5.8	4.7
CC(=O)Nc1ccccc1C(=O)C(=O)Nc1cccc(C(=O)NCc2ccccc2)c1	-4.9	-1.1	-2.3	14.8	-1.8	20.2	-6.3	-7.3
COC(=O)C(Cc1c[nH]c2ccccc12)NC(=O)c1ccc2nc[nH]c2c1 (centres undefined)	2.9	-9.1	-7.6	2.8	9.6	16.5	-5.3	-56.9
O=C1CC(c2ccsc2)c2cc3c(cc2N1)OCCO3 (centres undefined)	-5.9	-3.0	1.3	-21.6	-1.2	1.8	-0.3	-1.8
O=C1CN(S(=O)(=O)c2cccc(C(=O)O)c2)c2ccccc2N1	-2.1	-0.2	-3.2	-11.1	0.3	-12.3	-2.6	-8.7
O=C(c1ccc(Cl)c([N+](=O)[O-])c1)N(c1ccccn1)c1ccccn1	4.7	-1.1	-1.9	-5.8	-1.1	-0.5	-2.7	0.9
O=C(COC(=O)c1ccccc1F)NC1CCCC1	-0.9	3.1	-24.8	-7.9	-3.5	-5.3	1.9	3.8
Oc1ccc(Cl)cc1CNc1cnc2ccccc2c1	21.5	-10.8	5.0	-20.1	-2.7	7.6	3.2	-1.4
O=c1cc(N2CCCCC2)c(-c2ccccc2)nn1Cc1cccc(F)c1	-3.4	5.2	22.6	5.0	-2.7	14.5	18.5	12.1
COc1ccccc1NC(=O)CSc1ncc(CO)n1Cc1ccc(F)cc1	3.9	-2.5	6.1	14.9	-1.3	8.8	-2.3	-7.5
CC(C)Cc1csc(NC(=O)c2ccc(Br)cc2)c1C(=O)O	-12.5	1.5	-2.8	4.4	-5.5	14.8	4.8	2.6

Screening data deposited in PubChem BioAssay by Sanford-Burnham Center for Chemical Genomics.
